# LYPLA2 inh – LYPLA2 inhibitors, primary screen, counter-screen for PME1 inhibitor project, biochemical, fluorescence polarization, FP-Rh probe ABPP; Acyl-protein thioesterase 2 (Homo sapiens), O95372; recombinant LYPLA2; inhibition, % at 5.9 µM; actives 0.38% (n = 320,000); AID 2177, 2009;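 active = inhibition above the screen-wide mean plus 3 SD, limit set per campaign, cut at about 26% in these data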;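 also: 0% = LYPLA2 with DMSO and 100% = wells lacking LYPLA2 enzyme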
# Target sequence (O95372 whole entry, looked up): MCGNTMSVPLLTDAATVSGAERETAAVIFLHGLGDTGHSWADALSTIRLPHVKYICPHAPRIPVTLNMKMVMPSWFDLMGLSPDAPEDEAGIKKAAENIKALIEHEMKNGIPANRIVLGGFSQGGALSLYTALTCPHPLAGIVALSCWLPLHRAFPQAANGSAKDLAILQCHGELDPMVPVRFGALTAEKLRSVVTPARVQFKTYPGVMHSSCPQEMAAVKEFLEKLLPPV
# GSTO1 inh – inhibitors of recombinant GSTO1, primary screen, counter-screen for RBBP9 inhibitor project, biochemical, fluorescence polarization; Glutathione S-transferase omega-1 (Homo sapiens), P78417; activity-based probe fluorescence polarization; inhibition, % at 5.96 µM; actives 1.1% (n = 300,000); AID 1974, 2009;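 active = inhibition above the campaign mean inhibition plus 3 SD, cut at about 35% in these data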;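 also: 0% = GSTO1-1 with DMSO and 100% = wells lacking GSTO1-1 enzyme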
# PAD4 FP inh – human PAD4 inhibitors, primary screen, biochemical, fluorescence polarization, 1536-well format. actives 0.41% (n = 330,000). inhibition, % at 6.36 µM. Protein-arginine deiminase type-4 (Homo sapiens), Q9UM07. recombinant PAD4, RCA probe fluorescence polarization;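 active = percent inhibition above a cutoff equal to the mean of all tested compounds plus 3 SD, cut at about 15% in these data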;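 also: 0% = PAD4 with RCA probe and DMSO and 100% = probe without PAD4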
# PAFAH1B3 inh – PAFAH1B3 enzyme inhibitors, primary screen, biochemical, fluorescence polarization, human; Platelet-activating factor acetylhydrolase IB subunit alpha1 (Homo sapiens), Q15102; recombinant PAFAH1B3, FP-rhodamine probe; inhibition, % at 3.39 µM; actives 0.28% (n = 340,000);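 active = inhibition above the screen-wide average of all tested compounds plus 3 SD, cut at about 25% in these data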;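 also: 0% = enzyme with DMSO only and 100% = wells lacking PAFAH1B3 protein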
# PREPL inhibitor – PREPL enzyme inhibitors, primary screen, biochemical, fluorescence polarization. Prolyl endopeptidase-like (Homo sapiens), Q4J6C6. recombinant PREPL, fluorescence polarization activity-based probe. inhibition, % at 5.96 µM. actives 0.68% (n = 320,000); in the data active = inhibition above about 43%;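 also: 0% = enzyme with DMSO and 100% = wells lacking enzyme; many of its hits are not listed in these tables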
# LYPLA1 counter – LYPLA1 inhibitors, primary screen, counter-screen for PME1 inhibitor project, biochemical, fluorescence polarization, FP-Rh probe ABPP. recombinant LYPLA1. AID 2174, 2009. Acyl-protein thioesterase 1 (Homo sapiens), O75608. actives 0.16% (n = 320,000). inhibition, % at 5.9 µM;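 active = inhibition above the mean of all tested compounds plus 3 SD, set per campaign, cut at about 14% in these data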;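 also: inhibitors block serine hydrolase probe labeling of LYPLA1 so polarization falls; 0% = enzyme with DMSO and 100% = wells lacking LYPLA1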
# PAFAH1B2 inh – PAFAH1B2 enzyme inhibitors, primary screen, biochemical, fluorescence polarization, human; actives 1.2% (n = 340,000); inhibition, % at 3.39 µM; recombinant PAFAH1B2, FP-rhodamine activity probe;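 active = inhibition above the mean of all tested compounds plus 3 SD, cut at about 24% in these data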;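 also: 0% = enzyme with DMSO and 100% = wells lacking PAFAH1B2; many of its hits are not listed in these tables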
# Target sequence (P68402 whole entry, looked up): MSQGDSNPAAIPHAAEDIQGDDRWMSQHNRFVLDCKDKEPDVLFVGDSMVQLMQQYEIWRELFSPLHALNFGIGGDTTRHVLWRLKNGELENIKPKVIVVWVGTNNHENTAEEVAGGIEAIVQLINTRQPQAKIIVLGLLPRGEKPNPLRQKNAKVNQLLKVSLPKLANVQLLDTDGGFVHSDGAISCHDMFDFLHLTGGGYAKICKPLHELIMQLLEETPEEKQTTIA
# pPAFAH FP inh – pPAFAH enzyme inhibitors, primary screen, biochemical, fluorescence polarization, human; Platelet-activating factor acetylhydrolase (Homo sapiens), Q13093; recombinant pPAFAH, FP-rhodamine probe fluorescence polarization; inhibition, % at 3.39 µM; actives 1.5% (n = 330,000);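 active = inhibition above the mean inhibition across the screen plus 3 SD, cut at about 25% in these data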;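 also: inhibitors block binding of the rhodamine activity-based probe so polarization drops; 0% = enzyme with DMSO and 100% = wells lacking pPAFAH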
# Target sequence (Q13093 whole entry, looked up): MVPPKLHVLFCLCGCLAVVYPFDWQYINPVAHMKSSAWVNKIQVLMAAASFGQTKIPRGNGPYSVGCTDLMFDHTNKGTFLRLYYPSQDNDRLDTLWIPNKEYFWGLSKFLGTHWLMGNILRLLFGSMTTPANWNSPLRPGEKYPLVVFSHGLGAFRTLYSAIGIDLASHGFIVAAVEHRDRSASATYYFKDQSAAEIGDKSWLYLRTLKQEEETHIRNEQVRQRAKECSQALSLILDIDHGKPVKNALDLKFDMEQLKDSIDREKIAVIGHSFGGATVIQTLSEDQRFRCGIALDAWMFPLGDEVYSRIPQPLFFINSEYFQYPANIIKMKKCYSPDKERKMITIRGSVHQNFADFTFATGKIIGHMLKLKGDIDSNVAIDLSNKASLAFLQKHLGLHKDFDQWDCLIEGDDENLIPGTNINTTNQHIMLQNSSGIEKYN
# PAFAH2 FP inh – PAFAH2 enzyme inhibitors, primary screen, biochemical, fluorescence polarization, human; actives 0.99% (n = 340,000); AID 492956, 2010; inhibition, % at 3.39 µM; recombinant PAFAH2, FP-rhodamine activity probe;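 active = inhibition above the mean over all tested compounds plus 3 SD, cut at about 30% in these data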;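 also: inhibitors block probe labeling of enzyme so polarization drops; 0% = enzyme with DMSO and 100% = wells lacking PAFAH2 protein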
# The depositor's hits bear a star; nt = not tested or not shown.
SMILES,LYPLA2 inh,GSTO1 inh,PAD4 FP inh,PAFAH1B3 inh,PREPL inhibitor,LYPLA1 counter,PAFAH1B2 inh,pPAFAH FP inh,PAFAH2 FP inh
CCOC(=O)N1CCN(C(=O)COc2ccc([N+](=O)[O-])cc2)CC1,4,4,-1,8,-1,2,0,0,2
COc1ccc2cc(C(=O)N3CCN(c4ccc(F)cc4)CC3)[nH]c2c1,7,-1,-1,4,30,-4,6,8,3
Cc1cc(C)c(NC(=O)CSc2nncn2-c2cccnc2)c(C)c1,-5,-6,-2,3,-5,-3,7,2,6
CCOc1ccc(-c2n[nH]c(C)c2-c2ccccc2OC)c(O)c1,-4,-2,0,-1,-46,-2,5,8,0
O=C(O)C1CCCCC1C(=O)NCCC(c1ccccc1)c1ccccc1 (centres undefined),-1,7,-1,5,11,5,20,0,7
Cc1cc(C)n(C(=O)/C(C#N)=N/Nc2cc(Cl)cc(Cl)c2)n1,-1,-12,-2,1,-12,-9,8,2,7
C=CCN(CC=C)C(=O)c1cc2ccccc2c(=O)o1,-8,6,5,5,3,1,0,6,5
C=CCOc1cccc(C(=O)N2CCCC(CCC(=O)NCc3ccccc3F)C2)c1 (centres undefined),5,-4,-1,4,2,4,-4,5,7
CC(C)(C)c1ccc(-c2nnc(SCCN3C(=O)c4ccccc4C3=O)o2)cc1,1,-6,3,3,-40,-3,11,2,-8
Fc1ccc(C2c3[nH]c4ccccc4c3CCN2Cc2cccn2-c2ncccn2)cc1 (centres undefined),-1,-6,-1,-2,-34,-4,1,6,-4
Cc1ccc(OCCCn2cc(C#N)c3ccccc32)cc1,1,2,3,7,-41,-5,3,4,-3
Cc1ccc(S(=O)(=O)N(C)c2c(C)ccc(S(=O)(=O)Nc3ccncc3)c2C)cc1,1,5,-1,4,-3,-1,-3,-1,-5
Cc1cc(Br)cc(Cl)c1OC(=O)c1cnccn1,1,4,-3,8,-1,-2,10,-1,2
COc1ccc(OC)c2c(C)cc(N3CCCN(C)CC3)nc12,9,0,5,-4,12,3,0,-3,3
Cc1onc(-c2ccccc2)c1C(=O)c1c[nH]c(C(=O)NCCCN2CCOCC2)c1,2,5,0,1,2,2,5,0,-3
COc1ccc(C2C(C#N)=C(SC)NC3=C2C(=O)CC(C)(C)C3)cc1 (centres undefined),7,1,-1,1,18,3,0,-6,3
O=C(CN(Cc1ccc(F)cc1)C(=O)c1csnn1)NC1CCCC1,0,9,5,0,1,-2,0,5,8
c1nnc(-c2ccc3c(c2)OCO3)o1,3,10,-3,3,3,0,-1,-2,5
CCCCC(=O)NC(=S)Nc1cccc(C(=O)O)c1,-2,-2,-4,9,2,0,5,3,-1
Cn1c(N)c(C(=O)COC(=O)CNS(=O)(=O)c2cccc(Cl)c2)c(=O)n(C)c1=O,3,-5,-8,-2,11,-1,2,2,9
CN(c1ccc(C(=O)Nc2cccnc2)cc1)S(=O)(=O)c1ccccc1,3,-2,5,7,-1,4,6,4,-2
O=C(O)COc1ccc(/C=N/O)cc1Br,-1,1,4,2,-2,-3,5,1,-1
CCNC(=S)N1CCN(CCN=CC2=C(O)CC(c3cccs3)CC2=O)CC1 (centres undefined),-2,3,2,6,5,0,1,-3,-2
O=C(COC(=O)Cc1ccc(Br)cc1)NC1CCCCC1,-1,18,-3,5,23,2,10,30*,5
COc1ccc(N2CCN(C(=O)CCNC(=O)c3ccc(Br)cc3)CC2)cc1,0,-9,-7,-7,3,-2,-2,-12,-1
CC(=O)c1cccc(NC(=S)NC(=O)c2cncc(Br)c2)c1,1,0,-4,7,-5,1,1,1,4
Cc1ccc2cc(/C=N/NC(=O)c3ccccc3O)c(Cl)nc2c1,5,1,0,14,16,-2,6,4,-3
O=C(NCc1ccc(F)cc1)c1cc(S(=O)(=O)N2CCCCC2)c[nH]1,-1,-4,-4,3,11,-1,5,2,7
CN(CC(=O)Nc1ccccc1C(=O)NC1CC1)Cc1cccs1,-2,nt,-9,2,-2,-3,-2,-1,-2
O=C(N/N=C/c1ccc([N+](=O)[O-])o1)c1ccc(O)cc1,4,14,1,7,3,1,0,5,4
S=c1[nH]nc(COc2ccccc2)n1/N=C/C(Cl)=C/c1ccccc1,-2,-4,-1,7,6,-4,16,2,15
C=CCc1ccc(OCCCCCN2CCOCC2)c(OC)c1,-2,-3,0,-1,28,1,2,3,-5
Cc1ccc(S(=O)(=O)NCC(=O)OCC(=O)N2CCc3ccccc32)cc1,1,11,-1,7,-17,-2,3,19,9
CCCN(CCC)CCNC(=O)Cn1cnc2sc(C)c(S(=O)(=O)N3CCOCC3)c2c1=O,4,3,-2,4,14,0,-5,-2,-5
N/C(=N\OC(=O)COc1ccccc1)c1ccc(Cl)cc1,-6,-1,1,5,-5,-5,-1,3,-1
COc1cc(CCN2C(=O)c3cccc4cccc(c34)C2=O)c(S(=O)(=O)N2CCCCCC2)cc1OC,-4,28,-1,-5,-13,-8,-6,1,-1
CC(C)=NNc1nc(-c2ccc([N+](=O)[O-])cc2)cs1,-1,15,3,-1,-1,-4,3,6,6
O=C(C1CCC(CNS(=O)(=O)c2cccc3nsnc23)CC1)N1CC=C(c2ccccc2)CC1 (centres undefined),42*,-3,-4,-3,18,1,-2,3,-5
CCCN1C2CCCC1CC(NC(=O)c1ccc(OC)cc1)C2 (centres undefined),-3,7,-3,6,9,-4,-1,-4,1
CCOc1ccc(Br)cc1S(=O)(=O)Nc1cccnc1,-8,2,-2,4,-4,-1,8,3,-4
COc1cc(OC)c2c(-c3ccccc3)cc(=O)oc2c1C(CCN1CCCCC1)c1ccc(N(C)C)cc1 (centres undefined),-3,0,-7,8,13,3,-2,4,-1
C#Cc1ccc([C@H]2C=C(C(=O)N3CCN(Cc4ccc5c(c4)OCO5)CC3)O[C@@H](OCC)[C@@H]2CCCO)cc1,3,6,2,3,19,1,2,3,-6
CCN(C(=O)CSc1nccc(=O)[nH]1)C1CCCCC1,nt,nt,-4,-7,7,nt,18,-5,7
CCCCCC(=O)Nc1ccc(C(=O)CN2C(=O)NC3(CCCCCC3)C2=O)cc1,-4,6,0,3,-3,-3,-1,5,-4
CC(C)[C@H]1COCCS(=O)(=O)N1Cc1ccccc1-c1ccc(F)cc1,nt,nt,1,5,nt,nt,11,3,3
c1coc(CNc2nc(-c3ccncc3)cs2)c1,4,4,1,4,-7,0,1,1,-7
Nc1ccccc1OCP(=O)(c1ccccc1)c1ccccc1,5,4,-3,7,-8,0,2,6,9
COc1ccc(C(=O)NCC(=O)OCC(=O)N2N=C(c3ccc(Cl)cc3)CC2c2ccco2)cc1OC (centres undefined),-4,-4,-2,3,-122,-5,-2,-6,-3
CC1(c2ccc(Cl)cc2)NC(=O)N(CC(=O)NC(=O)NCc2ccco2)C1=O (centres undefined),1,6,3,-10,-2,2,9,4,7
CCCC(=O)Nc1sc2c(c1C(=O)OC)C(C(=O)OC)CC2 (centres undefined),7,1,0,8,5,-2,0,1,7
CCCC(=O)N1CCN(c2nnc(-c3ccc(C)cc3)c3ccccc23)CC1,-2,-4,0,7,11,-1,6,3,2
Cc1cccc(N(C(=O)CNC(=O)c2ccco2)C(C(=O)NC2CCCCC2)c2cccnc2)c1 (centres undefined),-4,4,2,0,-4,-5,6,2,5
COc1ccc(CN2C(=O)CS/C2=N/N=C/c2cccs2)cc1,-4,11,2,7,13,-3,2,-12,3
O=C1CCC(C(=O)N(Cc2cccs2)C2(C(=O)NC3CCCCC3)CCCCC2)N1 (centres undefined),-5,0,-3,-2,6,-3,-1,3,9
CCC1(c2ccc(F)cc2)NC(=O)N(CC(=O)N2CCc3ccccc3C2)C1=O (centres undefined),-4,9,-5,-1,5,-2,7,-4,2
CC(=O)Nc1ccc2nc(C)n(Cc3ccc(Cl)cc3)c(=O)c2c1,-2,4,2,4,-10,-4,1,0,0
O=C(NCc1ccco1)C1CCN(c2nnc(-n3cccc3)s2)CC1,3,0,-1,6,6,0,5,5,-2
CCC(C)(C)NC(=O)C1CCCN1C(=O)NC1CCCCC1 (centres undefined),2,3,-4,2,6,5,0,4,1
O=C(COC(=O)Cc1ccc(Br)cc1)Nc1ccc(Cl)cn1,nt,nt,0,5,-4,nt,12,25*,9
CC1(C)OC(=O)N(c2cccnc2)C1(C)O (centres undefined),6,7,-7,5,0,-1,4,4,1
# The list goes on:
SMILES,LYPLA2 inh,GSTO1 inh,PAD4 FP inh,PAFAH1B3 inh,PREPL inhibitor,LYPLA1 counter,PAFAH1B2 inh,pPAFAH FP inh,PAFAH2 FP inh
CC1CCN(C(=O)/C(=C\c2ccccc2F)NC(=O)c2ccccc2)CC1,5,-6,-2,3,9,3,5,-2,-2
CSCCC(NS(=O)(=O)c1ccc(C)c(C(=O)O)c1)C(=O)O (centres undefined),7,-11,-1,4,1,4,0,2,8
Cc1ccc(S(=O)(=O)N2CCOCC2)cc1NC(=O)c1cc2c(s1)CCC2,6,3,-3,6,14,-2,5,4,0
Cc1cccc(OCC(=O)OCC(=O)NCC2CCCO2)c1C (centres undefined),4,nt,1,-1,0,-3,5,7,3
Cc1cccc(N2CCN(c3cccc(C)c3)C2c2cccnc2)c1,0,2,-5,9,13,-1,-2,11,2
N#Cc1c2n(c(=S)n(-c3ccccc3[N+](=O)[O-])c1=O)CCCCC2,-2,-5,1,-1,-5,1,-2,3,-3
O=C(NC1CCCCC1)C(Cc1ccccc1)N1C(=O)C2C3CCC(C3)C2C1=O (centres undefined),-4,-1,-1,8,11,-2,3,6,24
COc1ccccc1CN(C)C(=O)COC(=O)c1c(C)noc1C,nt,nt,-4,3,-2,nt,3,1,-1
CC(C)(C)NC(=O)Nc1ccc(Cn2cc(C(F)(F)F)ccc2=O)cc1,5,6,-2,15,-11,0,1,1,5
O=C(/C=C/c1ccc(S(=O)(=O)N2CCOCC2)cc1)NC(=S)Nc1ccc(Cl)cc1Cl,3,4,0,-3,11,-4,2,10,-9
C1CCC(C23CC4CC(CC(C4)C2)C3)NC1 (centres undefined),11,-2,-2,0,2,1,6,4,-8
C=CCSC1=NC(N)=C(C#N)C2(CCCCC2)C1C(N)=O (centres undefined),5,4,1,3,4,0,10,6,0
Cc1ccc(-c2nc(CS(=O)CC(=O)NCc3ccccn3)c(C)o2)cc1 (centres undefined),5,2,0,3,2,2,-3,5,3
COC(=O)C1=C(C(=O)OC)C(c2cc(Br)ccc2O)c2sc(=O)[nH]c2S1 (centres undefined),-16,5,-12,3,-9,-8,6,2,13

# Bioassay records from PubChem.

# A portion of the library. The share of hits here may be higher or lower than overall.
